Compound activity from PubChem BioAssay.
PGC1a acetyl inh: PGC1a acetylation modulation, inhibitor mode; U2OS PGC1a acetylation, AlphaScreen anti-acetyl-lysine; with virally co-expressed GCN5 acetyltransferase; inhibition, % at 15.6 µM; 0.17% of 350,000 active;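 active means every replicate shows inhibition of at least 40%; inconclusive means mean inhibition at least 40% but some replicate below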;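 further: 0% = neutral control wells and 100% = positive control wells; some results beyond the cut were filed as inactive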
INS-1E GSIS act: primary screen for activators of insulin secretion dependent on glucose, INS-1E cells, GLuc reporter luminescence; INS-1E GLuc reporter insulin secretion, 2-3 h; activation, % at 16.6 µM; 0.61% of 370,000 active; AID 743287;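 active means lowest replicate activation of at least 40%, so every replicate reaches that level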;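 further: 0% = median of neutral control wells and 100% = median of IBMX positive control wells; some compounds called inactive have numbers as strong as hits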
LGR2 antag: Drosophila LGR2 receptor signaling inhibition. 0.35% of 380,000 active. AID 720647. HEK293 LGR2, CRE-luciferase, bursicon-stimulated, 4 h. inhibition, % at 9.99 µM;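 active means drop in luminescence signal, shown as inhibition above about 50% in the replicate tests, limit read from the data, passing the limit was not always enough; inconclusive means probably only some replicates passing the limit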;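 further: agonist challenge used bursicon conditioned medium at about half maximal strength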
Cneo AK release: causes C. neoformans cell lysis; 0.2% of 360,000 active; adenylate kinase release luminescence, 4 h; normalised: neutral wells 0, clomiphene wells 100; lysis activity, % at 15 µM;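 active means mean lysis activity across replicates of at least 80%, whatever share of replicates individually reach that level; inactive means mean lysis activity below 80%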
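Material: C. neoformans cells | Amount: Yeast cell density of 5 × 10^6 cells/mL | Medium: Fresh YPD growth medium | Dosing: Single dose | Times: Static 4 h at 37 °C with compound, 1 h detection | Detection: AK luminescence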
PglD inh: PglD (C. jejuni) enzyme inhibition; inhibition, % at 12.5 µM; purified PglD enzyme, DTNB colorimetric CoA detection; AID 602405; 0.098% of 360,000 active; in the data active means inhibition above about 16%, passing the limit was not always enough; inconclusive means no clear call, values can overlap the other calls; further: strong numbers were not always called active
ARNT TACC3 PPI: disruptors of human ARNT/TACC3 interaction; Q9Y6A5; AlphaScreen His-ARNT PAS-B/GST-TACC3 binding, luminescence; TACC3 fragment carries E629A point mutation; inhibition, % at 9.99 µM; 0.66% of 390,000 active; AID 623870;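 active means mean inhibition of replicates at least 50% and at least half of replicates each reaching 50%; inconclusive means half or more replicates reach 50% but mean below 50%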;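 further: 0% = complete ARNT plus TACC3 wells and 100% = ARNT alone without TACC3; many hits fall short of the cut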
PAX8 inh HTS: inhibitors of PAX8 transcriptional activity in RMG-I cells | RMG-I TPO-luciferase reporter, SteadyGlo, 24 h | inhibition, % at 12.6 µM | 1.2% of 360,000 active;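 active means mean replicate inhibition at least 60% with every replicate also reaching 60%; inconclusive means only one of the two criteria is met; inactive means mean below 60% and not all replicates reaching 60%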;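 further: luciferase light reporting Pax8 driven TPO promoter activity; plate controls were median of neutral control wells for no effect and mitoxantrone controls for full effect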
C2C12 statin: protects C2C12 myotubes from simvastatin toxicity; ATP luminescence, 48 h; scaled: DMSO 0, geranylgeraniol control 100; rescue of ATP level, % at 7.49 µM; 0.78% of 330,000 active; AID 602340;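 active means mean ATP rescue above about 67%, or every replicate alone reaching that limit, limit read from the data, passing the limit was not always enough; inconclusive means no clear call, values can overlap the other calls; inactive means mean under the limit and some replicate under it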;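 further: myotubes were challenged with 10 µM simvastatin during compound exposure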
Active calls of the source: *; ? = inconclusive; / = not tested or not shown; & = joins results of further samples. The order is random; any-hit rate near 2.9%.

SMILES | PGC1a acetyl inh | INS-1E GSIS act | LGR2 antag | Cneo AK release | PglD inh | ARNT TACC3 PPI | PAX8 inh HTS | C2C12 statin
C[C@H]1CN([C@@H](C)CO)C(=O)Cc2cc(NS(=O)(=O)c3ccccc3)ccc2O[C@H]1CN(C)C(=O)Nc1ccccc1 | -9 | -8 | -6 | 0 | -1 | -6 | -8 | 18
Oc1c(Br)cc(/C=N/NC(=S)NCC2CCCO2)cc1Br (stereo not drawn) | / | -35 | 2 | / | / | 1 | 9 | /
C[C@@H]1CN([C@@H](C)CO)C(=O)c2cc(NC(=O)Cn3cnnn3)ccc2O[C@H]1CN(C)S(=O)(=O)c1ccc(F)cc1 | -7 | 10 | 0 | -1 | 2 | -6 | / | 12
COCCn1c(C)cc(C(=O)COC(=O)CNC(=O)c2ccco2)c1C | -2 | 37 | 3 | -1 | -1 | / | 1 | -4
Cc1ccc(NC2CCCN(C(=O)c3cccc(-c4ncc[nH]4)c3)C2)cc1C (stereo not drawn) | / | 6 | -3 | 0 | 5 | -1 | 24 | 2
CCNC(=O)C[C@H]1CC[C@H]2[C@@H](COC[C@@H](O)CN2C(=O)Nc2ccc(C(F)(F)F)cc2)O1 | -1 | -13 | -11 | 19 | -2 | / | -10 | -78
Cc1cnc([N+](=O)[O-])n1CCOC(=O)NC(=O)c1c(F)cccc1F | 12 | 1 | 5 | / | / | 4 | -11 | /
C[C@H](CO)N1C[C@H](C)[C@@H](CN(C)C(=O)Nc2ccc(F)cc2)Oc2c(NC(=O)Nc3ccc(F)cc3)cccc2C1=O | 0 | -5 | -16 | / | / | / | -18 | /
COCC(=O)N1[C@@H]2CN(C(=O)c3ccncc3)c3ccccc3[C@@H]2[C@@H]1CO | 2 | 3 | 2 | 1 | -1 | -8 | -8 | -14
CCCN(CCC)C(=O)Nc1ccc(F)cc1F | 2 | 7 | 14 | -3 | 0 | -6 | 8 | -3
O=C(Nc1ncc([N+](=O)[O-])s1)c1ccc2c(c1)OCO2 | / | -53 | 91* | -4 | -6 | 10 | 75* | -288
CC(C)C#Cc1cnc2c(c1)C(=O)N([C@H](C)CO)C[C@H](C)[C@@H](CN(C)Cc1cccc(F)c1)O2 | -24 | -22 | 0 | 1 | -3 | 0 | -27 | 37
CCc1cc2cc(C)cc(C)c2nc1SCC(=O)Nc1cc(C)on1 | -1 | 0 | -9 | / | / | 2 | -3 | /
O=C1[C@H](Cc2ccccc2)NCCCC[C@@H](c2ccc(Cl)cc2)N1Cc1ccc(Cl)cc1 | -1 | 16 | 15 | 18 | -5 | -2 | 9 | 1
Cc1ccc(C)c(N(C)C(=O)c2ccc3c(=O)n4c(nc3c2)CCCCC4)c1 | -1 | 0 | 2 | -3 | / | -19 | 11 | -1
CCC(=O)N1[C@H](C(=O)OC)[C@@H](CO)[C@@H]2Cn3c(ccc(/C=C/c4ccccc4)c3=O)[C@@H]21 | / | 19 | 0 | 1 | 3 | -10 | 9 | 43
COC1=NS(=O)(=O)c2ccccc21 | / | 4 | -11 | / | / | -5 | 6 | /
COc1cccc(/C=N/N2C(=O)NC3(CCCCC3)C2=O)c1O | -5 | / | / | -2 | 1 | 19 | / | -3
CCn1c(C)[n+](CCCS(=O)(=O)[O-])c2cc(Cl)c(Cl)cc21 | 0 | 7 | / | 13 | 3 | -1 | -13 | -7
CCOc1cc(CN2CCN(c3ccc(C(C)=O)cc3)CC2)ccc1OC | -17 | 18 | / | -2 | 4 | -8 | / | 5
O=C(O)CCC(=O)Nc1cccc(-c2nc3ccccc3o2)c1 | / | 11 | 6 | -2 | 7 | -11 | 17 | -10
CC(=O)NC[C@@H]1[C@@H](c2ccc(-c3ccccc3)cc2)[C@@H](CO)N1C(=O)C1CC1 | -4 | -7 | -4 | 0 | 1 | 0 | 9 | 7
Cc1nonc1CN(C)C(=O)c1ccc(OC2CCN(Cc3ccccn3)CC2)cc1 | / | / | / | 0 | -5 | -6 | 14 | /
O=C(Cn1c2ccc(F)cc2c2nc3n(c(=O)c21)CCS3)N1CCCC1 | 7 | 5 | -11 | 2 | 1 | / | / | -5
O=C(COC(=O)/C=C/c1ccc2ccccc2n1)NNC(=O)c1ccc([N+](=O)[O-])cc1 | 7 | 13 | -11 | / | 5 | -3 | -18 | -4
COc1cc(OC)c(S(=O)(=O)Nc2ccccc2NC(=O)CN2CCOCC2)cc1NC(C)=O | 11 | 23 | 16 | / | / | -3 | 1 | /
CCCCNC(=O)CN(Cc1ccco1)S(=O)(=O)c1ccc(C(C)=O)cc1 | -6 | 22 | -22 | 1 | -5 | 5 | -19 | 4
Cc1cc(C)n(CC(=O)N2CCCC(N3CCN(c4ccccc4C)CC3)C2)n1 (stereo not drawn) | 5 | 9 | 28 | -7 | 6 | 2 | 6 | -4
CO[C@H]1CN(C)C(=O)c2ccc(NC(=O)c3cnccn3)cc2OC[C@@H](C)NC[C@@H]1C | 7 | -11 | -9 | / | / | / | / | 22
CO[C@@H]1CN(C)C(=O)c2ccc(NC(C)=O)cc2OC[C@H](C)N(C(=O)c2ccncc2)C[C@H]1C | 1 | 7 | 13 | -7 | 1 | -6 | / | 8
COc1cccc(NC(=O)C2CC(=O)N/C(=N/NC(=O)c3ccc(C)cc3)S2)c1 (stereo not drawn) | 16 | -8 | 4 | / | / | 17 | 6 | -1
O=C(CSc1nnc(-c2cccs2)n1-c1ccccc1)c1ccc2c(c1)OCCO2 | 36 | / | / | 2 | 7 | -5 | / | /
CC1=C(C(=O)Nc2cc(C(=O)N(C)Cc3ccccc3)ccc2C)SCCO1 | 2 | 0 | 11 | 0 | -3 | -3 | 8 | -2
Cc1cccc(NC(=O)CSCC(=O)Nc2ccccc2N2CCCCC2)c1 | / | 6 | 1 | / | / | -2 | 6 | /
COc1ccc(C(=O)CN2C(=O)c3ccccc3C2=O)c(OC)c1 | / | -8 | -4 | 2 | 1 | 1 | 3 | 0
Brc1ccc(OCCCCN2CCCCC2)cc1 | 22 | -10 | -6 | -1 | 5 | 1 | 17 | -5
Cc1c(-n2c(=S)[nH]c3ccccc3c2=O)c(=O)n(-c2ccccc2)n1C | 3 | / | / | 1 | 2 | / | / | -5
C/C=C/c1ccc2c(c1)O[C@@H](CN(C)C(=O)c1ccccn1)[C@@H](C)CN([C@H](C)CO)S2(=O)=O | 1 | -3 | -13 | -1 | -2 | 4 | / | 4
CCOc1ccc(-c2c(C)n([O-])c3c([n+]2=O)CCCCC3)cc1 | 7 | -9 | 9 | -3 | 4 | 0 | 6 | ?
O=C(NC1=NCCS1)c1ccncc1 | -8 | / | / | -2 | 2 | 0 | / | -1
Cc1cc(-n2c(SCC(=O)Nc3ccc(Br)cc3)nc3n[nH]c(C)c3c2=N)ccc1Cl | 4 | 2 | -2 | 0 | 2 | -2 | 16 | 7
COC(=O)c1oc2ccc(Cl)cc2c1NC(C)=O | 12 | 12 | / | -4 | -6 | -4 | / | 6
COc1ccc(C(=O)N/C(=C\c2cc(OC)c(OC)cc2[N+](=O)[O-])C(=O)NCC(=O)O)cc1 | -1 | 12 | 9 | / | / | 1 | 7 | /
CC(=O)N1[C@@H]2c3ccc(-c4ccccc4F)c(=O)n3C[C@H]1[C@H](CO)[C@H]2C(=O)N1CCOCC1 | -2 | 0 | 4 | 0 | 5 | -4 | -14 | 14
O=C(NCC1CCCO1)c1cc2ccccc2[nH]1 (stereo not drawn) | 7 | -6 | 8 | -2 | -8 | / | / | -14
COc1ccc(Br)cc1S(=O)(=O)Nc1ccc(Cl)cn1 | / | 8 | -17 | 0 | -4 | -14 | 9 | 48
CCC(CC)C1C(C#N)=C(N)Oc2n[nH]c(-c3ccccc3)c21 (stereo not drawn) | / | / | / | 1 | 7 | -4 | / | -2
C[C@@H](O)C#Cc1ccc([C@@H]2[C@H](CO)N3CCCCN(C(=O)c4ccncc4)C[C@@H]23)cc1 | 3 | 7 | 6 | 5 | 1 | 1 | -12 | -6
COc1cccc(C(=O)Nc2ccccc2C(=O)NCC2CCCO2)c1 (stereo not drawn) | / | -1 | -3 | 0 | -4 | / | / | -3
O=C(Nc1cc(S(=O)(=O)N2CCOCC2)ccc1N1CCOCC1)c1cccc(S(=O)(=O)N2CCCCC2)c1 | -5 | -8 | 1 | / | / | 25 | 20 | /

Next records.
SMILES | PGC1a acetyl inh | INS-1E GSIS act | LGR2 antag | Cneo AK release | PglD inh | ARNT TACC3 PPI | PAX8 inh HTS | C2C12 statin
CCC(NC(=O)CCc1ccccc1)c1ccccc1 (stereo not drawn) | / | 7 | -15 | / | / | 1 | 5 | /
CO[C@@H]1CN(C)C(=O)c2cc(NC(=O)Nc3ccccc3F)ccc2OC[C@H](C)N(CC2CC2)C[C@@H]1C | 6 | 19 | -5 | -3 | 2 | -6 | 2 | 6
O=C(NCc1ccco1)C(=O)NCC1OCCN1S(=O)(=O)c1ccc(Br)cc1 (stereo not drawn) | / | 8 | 10 | / | / | -6 | 14 | /
CC1CCCC(C)N1C(=O)COC(=O)CSc1ccc(C(N)=O)cc1[N+](=O)[O-] (stereo not drawn) | 10 | 24 | -14 | 2 | 1 | 0 | -10 | -3
C[C@@H]1CCCCO[C@@H](CN(C)Cc2ccc(C(=O)O)cc2)[C@H](C)CN([C@@H](C)CO)C(=O)c2cc(NS(=O)(=O)c3ccc(F)cc3)ccc2O1 | 0 | 13 | 3 | -12 | 2 | -6 | -6 | /
CCOC(=O)N1CCN(CC(=O)Nc2ccc(F)c(F)c2)CC1 | / | -8 | -16 | / | / | -18 | -6 | /
C[C@H](CO)N1C[C@H](C)[C@@H](CN(C)Cc2ccc(Oc3ccccc3)cc2)Oc2ccc(NC(=O)Cn3cnnn3)cc2C1=O | 2&16 | -7&0 | 6&-1 | -3&4 | -5&2 | 5&14 | 5&4 | 26&3
CC(C)NC(=O)Nc1ccc2c(c1)C(=O)N([C@H](C)CO)C[C@H](C)[C@@H](CN(C)S(=O)(=O)c1ccccc1)OCCCC[C@@H](C)O2 | -2&3 | -5&22 | -28&0 | -1 | 0 | -2 | -2&-26 | 16
CCOC(=O)COc1cc2c(C(=O)OCC)c(C)oc2cc1Br | / | / | / | 1 | 1 | -1 | / | 3
Cc1ccc(-c2nc3ccccc3s2)cc1NC(=S)NC(=O)/C=C/c1ccco1 | 28 | -4 | 23 | -9 | -3 | 4 | / | -37
C=CCCN([C@H](CO)Cc1ccccc1)S(=O)(=O)c1ccccc1Br | -18 | -32 | -32 | -2 | 2 | 1 | -41 | -14
CCOC(=O)c1[nH]c2ccccc2c1NC(=S)Nc1ccccc1C | 11 | -3 | -7 | 0 | / | -2 | -22 | 0
Cc1ccc(NC(=S)N2CCn3cccc3C2c2cccnc2)cc1 (stereo not drawn) | / | 5 | 0 | / | / | 4 | 3 | /
CC(=O)N1[C@H](CN(C(=O)c2ccc(F)cc2)C(C)C)[C@H](c2ccccc2)[C@@H]1CO | 11 | -4 | -16 | -2 | 2 | -4 | -9 | -3

3 records picked at random from those above, as already listed:
SMILES | PGC1a acetyl inh | INS-1E GSIS act | LGR2 antag | Cneo AK release | PglD inh | ARNT TACC3 PPI | PAX8 inh HTS | C2C12 statin
C=CCCN([C@H](CO)Cc1ccccc1)S(=O)(=O)c1ccccc1Br | -18 | -32 | -32 | -2 | 2 | 1 | -41 | -14
CCOC(=O)c1[nH]c2ccccc2c1NC(=S)Nc1ccccc1C | 11 | -3 | -7 | 0 | / | -2 | -22 | 0
Cc1ccc(NC(=S)N2CCn3cccc3C2c2cccnc2)cc1 (stereo not drawn) | / | 5 | 0 | / | / | 4 | 3 | /
